CASP6 VEID inh = human caspase-6 inhibitors, primary screen, biochemical, VEID-R110 fluorescence, single point, set 2. P55212. 350,000 compounds, 0.53% hits. inhibition, % at 12.5 µM. AID 686996, 2013. purified caspase-6, Z-VEID-R110 cleavage fluorescence;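 active = mean inhibition across replicates at least about 35%, with every replicate also reaching that limit, limit read from the data; inconclusive = only one of the two criteria met; inactive = neither criterion met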;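 note: 0% = median of neutral control wells and 100% = no fluorescence left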
Target sequence (P55212 24-179 limits assumed): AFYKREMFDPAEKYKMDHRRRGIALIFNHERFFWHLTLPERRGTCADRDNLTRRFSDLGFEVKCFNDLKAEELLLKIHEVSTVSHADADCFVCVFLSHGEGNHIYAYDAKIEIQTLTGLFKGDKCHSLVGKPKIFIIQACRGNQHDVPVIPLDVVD
Target sequence (P55212 194-293 limits assumed): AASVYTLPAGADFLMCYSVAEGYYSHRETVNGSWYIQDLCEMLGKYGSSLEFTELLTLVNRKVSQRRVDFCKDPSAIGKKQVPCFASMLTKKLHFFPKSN
ERp5 inh = inhibitors of ERp5-driven insulin aggregation, primary screen, biochemical, turbidity, absorbance 650 nm, single point; 350,000 compounds, 0.05% hits; Protein disulfide-isomerase A6 (Homo sapiens), Q15084; inhibition, % at 9.99 µM; 90 min; AID 651711, 2012;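 active = mean replicate inhibition above about 25%, with every replicate also reaching it, limit read from the data, passing the limit was not always enough; inconclusive = only one of those two criteria met; inactive = neither criterion met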
Target sequence (Q15084 whole entry, looked up): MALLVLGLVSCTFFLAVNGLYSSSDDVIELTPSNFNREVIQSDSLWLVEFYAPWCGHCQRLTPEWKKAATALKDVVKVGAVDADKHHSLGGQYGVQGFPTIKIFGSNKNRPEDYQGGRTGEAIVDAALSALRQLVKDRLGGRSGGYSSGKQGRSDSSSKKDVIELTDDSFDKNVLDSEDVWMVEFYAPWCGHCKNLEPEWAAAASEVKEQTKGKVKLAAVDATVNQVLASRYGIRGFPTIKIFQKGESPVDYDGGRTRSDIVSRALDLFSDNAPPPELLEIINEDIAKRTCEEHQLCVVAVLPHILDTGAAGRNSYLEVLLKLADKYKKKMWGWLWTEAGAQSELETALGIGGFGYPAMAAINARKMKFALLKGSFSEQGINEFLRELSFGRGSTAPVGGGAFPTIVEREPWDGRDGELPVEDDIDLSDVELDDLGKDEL
miR122 inh = miR-122 Renilla sensor signal increase in Huh7, primary screen, miR-122 inhibitor project, cell-based, single point, plate reader; Huh7 miR-122 Renilla luciferase sensor, 48 h; neutral wells = 0, positive control = 100; activation (reporter increase), % at 12.5 µM; 340,000 compounds, 0.3% hits; AID 602342, 2012;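 active = mean replicate activation score at least 90 and every replicate individually at or above 90; inconclusive = only one of the two criteria met; inactive = neither criterion met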;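 note: higher luciferase means less miR-122 activity so hits act as miR-122 inhibitors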
ERAP1 inh = human ERAP1 aminopeptidase inhibitors, primary screen, biochemical, single point, plate reader | recombinant ERAP1, Leu-AMC fluorescence, 60 min | inhibition, % at 10.7 µM | 340,000 compounds, 0.15% hits;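 active = mean replicate inhibition of at least 30%, or all replicates individually reaching that 30% level; inactive = mean below 30% and not every replicate reaching it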;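 note: 0% = neutral control wells and 100% = L-leucinethiol positive control wells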
CFTR F508del cor = F508del CFTR correction, initial screen, CFBE line, single point. CFBE cells, YFP halide quenching; stimulated with forskolin plus potentiator P3; % fluorescence drop versus neutral controls. activity (quench increase), % at 7.58 µM. 350,000 compounds, 0.36% hits. AID 720511, 2013;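 active = mean added fluorescence quench of at least 8% versus neutral control, with both replicates also reaching 8%; inconclusive = only one of the mean or replicate conditions met; inactive = mean below 8% and not both replicates reaching 8%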;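 note: cells transiently co-express mutant CFTR-F508del with the halide-sensitive YFP; corrector assay measuring rescue of mutant channel to the surface after 24 h compound exposure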
SIRT5 block = SIRT5 desuccinylase inhibitors, primary screen, biochemical, fluorescence imaging, single point, set 5. NAD-dependent protein deacylase sirtuin-5, mitochondrial (Homo sapiens), Q9NXA8. Purified SirT5, succinyl-peptide AMC, trypsin-coupled fluorescence. inhibition, % at 15 µM. 330,000 compounds, 1.1% hits. AID 652115, 2013; in the data active = inhibition above about 15%; inconclusive = no clear call, values can overlap the other calls
Target sequence (Q9NXA8 whole entry, looked up): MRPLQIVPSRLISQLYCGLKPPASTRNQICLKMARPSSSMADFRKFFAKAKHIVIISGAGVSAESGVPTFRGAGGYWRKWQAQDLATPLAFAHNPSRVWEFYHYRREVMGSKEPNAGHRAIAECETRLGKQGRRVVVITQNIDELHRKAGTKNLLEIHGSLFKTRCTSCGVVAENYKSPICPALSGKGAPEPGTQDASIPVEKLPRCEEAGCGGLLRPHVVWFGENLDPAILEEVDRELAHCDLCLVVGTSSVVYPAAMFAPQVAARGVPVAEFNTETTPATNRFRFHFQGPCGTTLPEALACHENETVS
DENV2 CPE = inhibitors of DENV2 cytopathic effect, primary screen, cell-based, plate reader, single concentration; DENV2-infected cells, cytopathic effect rescue; CPE inhibition, % at 9.99 µM; 350,000 compounds, 1.7% hits; AID 651640, 2012; in the data active = CPE inhibition above about 20%, passing the limit was not always enough; inconclusive = no clear call, values can overlap the other calls; tested in BHK-21 cells;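 note: 0% = median of neutral control wells and 100% = median of positive control wells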
* marks the source's active call; other numbers are inactive results; ? = inconclusive; / = not tested or not shown; [ ] = another dose, or the depositor's remark. This is a random part of the collection; overall some 4% were active at least once.

ERAP1 inh	miR122 inh	CASP6 VEID inh	DENV2 CPE	CFTR F508del cor	SIRT5 block	ERp5 inh	SMILES
5	-2[16.7 µM]	-7	/	-2.2	6	1	Cc1ccc(S(=O)(=O)N(C)C[C@H]2OCCCC[C@@H](C)Oc3ccc(NC(=O)Cc4ccccc4)cc3C(=O)N([C@@H](C)CO)C[C@@H]2C)cc1
1	/	41*	-6	/	-2	9	Cc1occc1C(=O)NCc1ccco1
0	-1	2	2	2.6	/	3	CCOC(=O)Cn1cnc(C)c1
4	/	-1	9	-1.9	-2	-1	CCC(=O)N1N=C(c2ccc(C)o2)CC1c1ccc(N(C)C)cc1 (stereo not given)
0	1	0	/	/	-1	3	CC(=O)Nc1nonc1NC(=O)CSC1=NCCS1
-4	2	0	-3	4.4	/	2	CC(C)=CCN1CCN(CC#Cc2ccccc2)CC1CCO (stereo not given)
1	6	2	3	2.8	11	/	Cc1cc(C(=O)Cn2cc(C(F)(F)F)ccc2=O)c(C)n1CC1CCCO1 (stereo not given)
3	5	0	1	5.6	1	4	CCCC1OC2CC3C4CCC5=CC(=O)C=CC5(C)C4C(O)CC3(C)C2(C(=O)O)O1 (stereo not given)
0	/	1	/	3.4	-1	8	O=C(Nc1ccccc1Cl)Nc1cccnc1Cl
-1	1	0	14	5.2	-7	8	CCOC(=O)C1=CN(Cc2ccco2)S(=O)(=O)NC1c1cccc(OC)c1 (stereo not given)
-3	0[16.7 µM]	-3	-6	-0.9	-2	0	CNC[C@@H]1Oc2c(NS(=O)(=O)c3ccc(Cl)cc3)cccc2C(=O)N([C@H](C)CO)C[C@H]1C
1	9[16.7 µM]	14	0	-1.7	6	3	CC(=O)N(C)C[C@H]1Oc2cc(C#Cc3cccc(F)c3)ccc2S(=O)(=O)N([C@H](C)CO)C[C@H]1C
4	/	3	0	1.7	/	2	Cc1ccc(S(=O)(=O)N2CCC(C(=O)NC3CCCC3)CC2)cc1Cl
4	/	3	4	1.8	-6	-1	COc1cccc(CNC(=O)COC(=O)C2CC3CCCC(C2)C3=O)c1 (stereo not given)
1	-1[16.7 µM]	0	13	-0.3	-4	-2	C[C@@H]1CN([C@H](C)CO)C(=O)c2cc(NC(=O)CCN3CCOCC3)ccc2O[C@H]1CN(C)Cc1ccc2c(c1)OCO2
-3	-9	0	?	1.3	/	0	C[C@@]12CCC=C[C@H]1[C@H](c1ccoc1)N(Cc1ccccc1)C2=O
/	17	1	-8	1.8	0	1	CCC(C)c1ccccc1NC(=O)c1cc2cccc([N+](=O)[O-])c2[nH]1 (stereo not given)
1	/	-1	-5	-2.7	1	3	CCOCCCNC(=O)c1ccc(N2CCOCC2)c(NS(=O)(=O)c2ccc(OC)cc2)c1
1	-3	0	-3	-1.7	2	-1	COc1ccccc1C1CCN(Cc2ccc(Cl)cc2Cl)CC1
-2	10	2	1	1.7	-6	3	CCn1cc(C(=O)NCCc2ccc(Cl)cc2)c(=O)c2cc(S(=O)(=O)N(C)C)ccc21
-1	/	-2	1	-0.2	1	1	C(=N\Nc1nc2ccccc2[nH]1)/c1ccccn1
0	/	0	1	0.5	-4	7	CCC(=O)Nc1ccc2c(c1)C(=O)N(C)C[C@H](OC)[C@@H](C)CN(CC1CC1)[C@@H](C)CO2
1	5	-3	2	-0.8	-2	0	O=C(Nc1ccccc1)C1=C[C@H](c2coc3ccccc3c2=O)C[C@H](OCc2ccc(CO)cc2)O1
2	2	2	-3	0.4	0	1	COc1ccc(C(C(=O)NC2CCCC2)N(Cc2cccnc2)C(=O)c2snc(C(N)=O)c2N)cc1 (stereo not given)
-1	0	5	10	/	0	1	COCCCNC(=S)NNC(=S)Nc1ccc(OC)cc1
-1	-2[16.7 µM]	0	3	1.3	-4	2	CO[C@H]1CN(C)C(=O)c2cc(NC(=O)C3CCCC3)ccc2OC[C@H](C)NC[C@H]1C
-3	3[16.7 µM]	1	-10	0.8	-2	1	C[C@@H]1CN([C@H](C)CO)C(=O)Cc2cc(NC(=O)Cc3ccccc3)ccc2O[C@H]1CN(C)C(=O)Nc1ccccc1
0	/	2	?	-0.9	-1	-2	COc1cccc(N2[C@@H](CC(C)=O)c3cc(C(F)(F)F)ccc3S2(=O)=O)c1
3	/	-2	-5	0.4	-3	0	O=C(Cc1ccc(-c2ccccc2)cc1)NCc1cccnc1
-2	/	3	-4	-1.1	/	7	OC(c1ccccc1)(c1ccccc1)C1CCN(CCCOc2cccnc2)CC1
2	15[16.7 µM]	-1	-5	-0.1	-1	-3	CC(C)CC#Cc1cnc2c(c1)C(=O)N([C@H](C)CO)C[C@@H](C)[C@H](CN(C)C(=O)CC1CC1)O2
/	-1	5	-1	2.3	0	-2	CCc1nc(C)cc2c1sc1ccccc12
-3	-1	4	-4	-2.9	-1	3	O=C(CNC(=O)c1ccccc1Br)N/N=C/c1ccco1
12	-5	4	14	/	-1	3	CCCCC(Sc1nc(N)c(NC(=O)c2ccc(OC)cc2)c(=O)[nH]1)C(=O)O (stereo not given)
4	-1	0	-7	0.4	-4	-2	CC(=O)c1ccc(OCC(O)CN2C(C)(C)CC(O)CC2(C)C)cc1 (stereo not given)
2	-4	-9	-2	0.6	0	2	COc1ccc(C(=O)Nn2c(C3CCC3)nc3ccccc3c2=O)c(OC)c1
-17	11[16.7 µM]	-1	-2	2.2	10	11	C[C@H](CO)N1C[C@H](C)[C@@H](CN(C)CC2CC2)Oc2c(NC(=O)Nc3ccc(C(F)(F)F)cc3)cccc2C1=O
-5	-6[16.7 µM]	-2	-3	2.8	-2	0	C[C@@H]1CN([C@@H](C)CO)C(=O)Cc2cc(N(C)C)ccc2O[C@@H]1CN(C)S(=O)(=O)c1cn(C)cn1
-1	3	0	4	/	/	-1	COC(=O)CCCC(=O)Nc1ccc(Br)cc1
-3	/	4	10	0.2	-3	-15	CCC(=O)N1Cc2cc(C(=O)N(C)C)nc(-c3cccc(-c4cncnc4)c3)c2[C@@H]1CCO
-2	/	-1	4	4.1	/	1	O=C(Nc1ccc2c(c1)OCO2)c1csc([C@@H]2C[C@H](O)[C@@H](CO)O2)n1
/	1[16.7 µM]	/	2	5.2	/	/	C[C@H](CO)N1C[C@H](C)[C@@H](CN(C)CC2CCCCC2)OCCCC[C@H](C)Oc2ccc(NC(=O)CCC(F)(F)F)cc2C1=O
1	-2	-3	4	3.4	-3	7	CC(C)(C)c1ccc(C(=O)Nc2ccccc2C(=O)NCCN2CCOCC2)cc1
1	-1	-3	-3	-0.8	-3	1	CNC(=O)C[C@H]1C(=O)N(CCc2ccccc2)C[C@@H]1c1ccc(OC)cc1
0	/	0	-9	3.1	-2	-8	CCn1cc(CN2CCCC(CO)(Cc3cccc(Cl)c3)C2)cn1 (stereo not given)
-2	-6	-3	11	2.0	-10	-5	COc1ccc(NS(=O)(=O)c2cccc(C(=O)NNC(=O)c3ccc(=O)[nH]c3)c2)cc1
2	-12	1	2	1.2	2	-3	CC1CCN(Cc2c(C(=O)N/N=C/c3cccc(Cl)c3)nnn2-c2nonc2N)CC1
2	-4	-1	/	/	1	2	O=C(Nc1cccc(C(F)(F)F)c1)c1ccco1
2	/	2	?	-3.5	-3	-8	CN(C)CC(=O)N[C@@H]1C=C[C@H](CC(=O)O)O[C@H]1CO
-1	-4[16.7 µM]	-2	-9	-0.7	0	-12	COc1ccc(NC(=O)Nc2ccc3c(c2)C(=O)N([C@H](C)CO)C[C@H](C)[C@H](CN(C)Cc2ccc(C(=O)O)cc2)O3)cc1
2	14	-3	1	/	/	-1	COc1ccc(O)c(C(=O)c2cnc3nc4ccccc4n3c2)c1
-2	0	1	6	2.7	-2	-4	C[C@@H]1C[C@H]2[C@@H]3CCC4=CC(=O)C=C[C@]4(C)[C@@]3(F)[C@@H](O)C[C@]2(C)[C@@]1(O)C(=O)COP(=O)(O)O
-4	-4	-1	-2	-0.6	-7	0	O=C(C[n+]1cc(Br)cc2ccccc21)c1ccc(Cl)cc1
2	-6	-2	15	-1.3	/	1	Cc1ccc(S(=O)(=O)Oc2ccccc2[N+](=O)[O-])cc1
2	1	0	3	0.4	-1	-2	CN(C)C(=O)c1cc2cc(Br)ccc2s1
7	1	3	-7	0.1	0	-1	CC(C)Oc1cc(O)c2c(=O)c(-c3ccc(O)cc3)coc2c1

The list continues:
ERAP1 inh	miR122 inh	CASP6 VEID inh	DENV2 CPE	CFTR F508del cor	SIRT5 block	ERp5 inh	SMILES
-1	-1	0	?	3.9	9	0	Cc1cc(=O)c2cc(C(=O)c3ccccc3)ccc2[nH]1
-1	/	3	0	1.8	-1	0	Cc1c(C(=O)N2CCN(c3ncccn3)CC2)oc2ccc(F)cc12
3	-8	-3	6	0.9	-3	1	CC(C)c1ccc(C(CC(=O)O)N2Cc3ccccc3C2=O)cc1 (stereo not given)
0	0[16.7 µM]	0	-4	-4.0	-2	-2	CCC(=O)N(C)C[C@@H]1Oc2ncc(C#C[C@H](C)O)cc2C(=O)N([C@@H](C)CO)C[C@H]1C
1	-10[16.7 µM]	-3	2	-1.5	-1	0	C[C@@H]1CCCCO[C@@H](CN(C)C(=O)C2CCCCC2)[C@H](C)CN([C@@H](C)CO)C(=O)c2cc(NS(=O)(=O)c3ccc(Cl)cc3)ccc2O1
-1	7	0	-1	5.0	-5	3	Cc1ccc(-c2nn(-c3ccccc3)cc2CNCc2ccccc2)cc1
0	5[16.7 µM]	-2	1	-1.5	4	1	C[C@H](CO)N1C[C@H](C)[C@@H](CN(C)C(=O)c2ccccc2)Oc2ncc(C3=CCCC3)cc2C1=O
-3	-4[16.7 µM]	-2	-10	1.5	-5	10	COCC(=O)N(C)C[C@@H]1Oc2cc(C#CCN(C)C)ccc2S(=O)(=O)N([C@@H](C)CO)C[C@H]1C
0	-1[16.7 µM]	2	-2	0.2	4	-26	COC(=O)C[C@@H]1CC[C@@H]2[C@@H](COc3ccc(NC(=O)Nc4ccc(C)cc4)cc3C(=O)N2C)O1
1	-10[16.7 µM]	/	0	1.1	-2	10	Cc1ccc(S(=O)(=O)N(C)C[C@H]2Oc3c(NC(=O)c4ccc(-c5nccs5)cc4)cccc3C(=O)N([C@@H](C)CO)C[C@@H]2C)cc1
5	-8	-28	-10	-2.1	1	-6	CCN1CCN(c2ccc(NC(=O)c3cc(S(=O)(=O)N4CCCC4)ccc3Cl)cc2)CC1
0	-2[16.7 µM]	0	-3	1.9	25*	-2	O=C(C[C@H]1C[C@@H]2c3cc(NC(=O)Nc4ccc(C(F)(F)F)cc4)ccc3O[C@@H]2[C@@H](CO)O1)NCc1ccc2c(c1)OCO2
-6	-4[16.7 µM]	-2	2	3.1	8	-2	C[C@@H]1CCCCO[C@H](CN(C)C(=O)Nc2cccc3ccccc23)[C@H](C)CN([C@@H](C)CO)C(=O)c2cc(NS(=O)(=O)c3ccc(F)cc3)ccc2O1
-5	/	0	8	0.1	0	0	COc1ccc(C(=O)NCCSc2ccccc2)cc1OC
0	/	-12	1	-1.3	-4	1	O=C(CN1CCCCCC1)N1c2ccccc2Sc2ccccc21

3 entries picked at random from the list so far:
ERAP1 inh	miR122 inh	CASP6 VEID inh	DENV2 CPE	CFTR F508del cor	SIRT5 block	ERp5 inh	SMILES
-1	/	-2	1	-0.2	1	1	C(=N\Nc1nc2ccccc2[nH]1)/c1ccccn1
5	-2[16.7 µM]	-7	/	-2.2	6	1	Cc1ccc(S(=O)(=O)N(C)C[C@H]2OCCCC[C@@H](C)Oc3ccc(NC(=O)Cc4ccccc4)cc3C(=O)N([C@@H](C)CO)C[C@@H]2C)cc1
1	/	41*	-6	/	-2	9	Cc1occc1C(=O)NCc1ccco1

Compound activity as filed in PubChem.
